TRPML3 ag: human mucolipin-3 channel agonism | hit rate 0.29% among 220,000 | activation, % at 3 µM | Q8TDD5 | HEK293 TRPML3-YFP, Fluo-8 calcium fluorescence; 100% = the carbachol control signal;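 active = activation above its plate's cutoff, the mean activation of the plate's test wells plus 3 SD, cut at about 12% in these data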;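 note: 0% = DMSO only wells and 100% = carbachol wells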
Target sequence (Q8TDD5 whole entry, looked up): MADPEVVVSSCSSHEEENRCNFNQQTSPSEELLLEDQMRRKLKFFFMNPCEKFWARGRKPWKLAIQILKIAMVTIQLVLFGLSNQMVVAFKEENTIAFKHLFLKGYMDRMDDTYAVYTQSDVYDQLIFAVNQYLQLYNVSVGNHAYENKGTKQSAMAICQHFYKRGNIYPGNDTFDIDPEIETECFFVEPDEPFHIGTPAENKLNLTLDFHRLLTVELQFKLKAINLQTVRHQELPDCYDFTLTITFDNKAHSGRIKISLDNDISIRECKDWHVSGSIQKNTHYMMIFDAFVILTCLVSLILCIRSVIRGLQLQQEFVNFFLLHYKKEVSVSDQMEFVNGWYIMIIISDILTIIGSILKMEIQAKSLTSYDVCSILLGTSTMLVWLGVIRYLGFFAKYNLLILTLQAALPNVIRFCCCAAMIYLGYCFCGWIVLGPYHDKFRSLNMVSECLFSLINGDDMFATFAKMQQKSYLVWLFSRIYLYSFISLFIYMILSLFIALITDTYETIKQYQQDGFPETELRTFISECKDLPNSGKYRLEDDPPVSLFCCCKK
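Material: HEK293 cells stably carrying human TRPML3-YFP; compound dosing: single dose, 3 µM final nominal compound, 0.3% DMSO final; incubation: 1-h 37 °C dye load, 5-s basal, 120-s post-compound reads; technique: Fluo-8 intracellular calcium fluorescence, excitation 470-495 nm, emission 515-575 nm; read-out basis: percent activation from peak-to-basal fluorescence ratio, scaled between DMSO and carbachol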
TRPN1 ag: agonists of zebrafish TRPN1 channel; activation, % at 3 µM; hit rate 0.18% among 220,000; HEK293 zebrafish TRPN1-YFP, Fluo-8 calcium fluorescence; 100% = response to 87 µM carbachol; AID 1424;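 active = activation above its plate's cutoff, the mean activation of test wells on that plate plus 3 SD, cut at about 19% in these data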;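 note: 0% = DMSO alone and 100% = 87 µM carbachol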
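Material: zebrafish TRPN1-YFP in HEK293 cells. Doses: one dose of 3 µM, 0.3% DMSO. Incubation: dye 1 h 37 °C plus 30 min RT. Measured by: intracellular calcium fluorescence with Fluo-8.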
PPC-1+TRAIL kill: PPC-1 cancer cell killing with TRAIL present | PPC-1 cells + TRAIL, ATPLite viability luminescence | cell killing (% activity), % at 4 µM | hit rate 0.41% among 220,000 | AID 1443;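 active = cell killing above 50% in the first pass at 4 µM, then a duplicate retest at 5 µM averaging 50% or more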;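 note: plate controls were cells with TRAIL plus DMSO for no effect and medium-only wells lacking cells for full effect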
NPY Y1 blocker: antagonists of human neuropeptide Y receptor Y1; HEK293-CNG Y1 cells, membrane potential fluorescence; NPY at EC95, then isoproterenol; inhibition, % at 3.6 µM; hit rate 1% among 200,000;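 active = inhibition above the campaign mean inhibition of all tested compounds plus 3 SD, cut at about 20% in these data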;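 note: 0% = DMSO wells given NPY plus isoproterenol and 100% = isoproterenol alone without NPY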
Target sequence (P25929 whole entry, looked up): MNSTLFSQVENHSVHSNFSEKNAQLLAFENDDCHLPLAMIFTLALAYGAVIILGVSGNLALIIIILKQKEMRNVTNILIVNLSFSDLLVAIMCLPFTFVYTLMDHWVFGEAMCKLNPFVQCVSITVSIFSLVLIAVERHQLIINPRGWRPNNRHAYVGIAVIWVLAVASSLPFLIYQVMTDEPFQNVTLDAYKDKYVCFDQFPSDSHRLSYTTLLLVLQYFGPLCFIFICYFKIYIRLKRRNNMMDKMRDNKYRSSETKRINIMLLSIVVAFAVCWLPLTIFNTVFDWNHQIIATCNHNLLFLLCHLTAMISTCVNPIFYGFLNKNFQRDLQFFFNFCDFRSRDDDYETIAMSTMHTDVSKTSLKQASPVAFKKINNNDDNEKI
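material = HEK293 cells with Y1 receptor plus CNG channel | also added = NPY 25 nM then isoproterenol 1 µM plus Ro 20-1724 25 µM | schedule = dye 3 h, compound 60 min room temperature, stimulation 45 min | measured by = membrane potential fluorescence | benchmarks = high control isoproterenol alone, low control NPY with isoproterenol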
EP2 antag: blocks the human prostaglandin E2 receptor EP2. P43116. C6 glioma cells expressing human EP2, cAMP TR-FRET; cells stimulated with saturating PGE2. inhibition, % at 25 µM. hit rate 0.52% among 260,000. AID 1422;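 active = percent inhibition above 40 after rounding to a whole number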;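 note: rat C6 glioma host cells with rolipram phosphodiesterase inhibitor present; the protocol text gives 20 µM as final concentration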
NPY1 pot ag: potentiators or agonists of human neuropeptide Y receptor Y1 | AID 1304 | hit rate 0.37% among 220,000 | NPY-Y1 expressing cells, potentiator/agonist activation | activation, % at 3.6 µM | P25929; in the data active = activation above about 33%, passing the limit was not always enough;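 note: cells stimulated with NPY at EC10 then isoproterenol at EC100; 0% = low agonist plus stimulus and 100% = saturating agonist plus stimulus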
CHOP inh: inhibitors of CHOP induction in ER stress response; CHO-K1 CHOP-promoter luciferase, tunicamycin-induced, 15-18 h; inhibition, % at 10 µM; hit rate 3.8% among 220,000; AID 2732;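 active = compounds that reduced the stress-induced luciferase reporter signal by more than about 70% of percent inhibition, limit read from the data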;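 note: 0% = tunicamycin plus vehicle and 100% = wells without tunicamycin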
EP2 modulator: modulators of human EP2 prostaglandin E2 receptor; hit rate 0.83% among 260,000; P43116; EP2-expressing cells, cAMP HTRF FRET, PGE2 co-stimulation; induction, % at 25 µM; AID 940;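 active = compounds whose cAMP rise, as percent of the full-agonist control response, exceeds 60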;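 note: rat C6 glioma line stably carrying human EP2 under a CMV promoter; the protocol text gives 20 µM as final concentration; 100% = response of wells given 1 µM PGE2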
14-3-3 Bad inh: disrupts binding of bovine 14-3-3 zeta to phospho-Bad peptide; TR-FRET 14-3-3zeta/Dy647-pBad peptide displacement, 1 h; inhibition, % at 21.7 µM; P63103; hit rate 0.71% among 220,000;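 active = inhibition above about 70%, limit read from the data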;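 note: 0% = full 14-3-3 plus peptide FRET controls and 100% = background without 14-3-3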
Starred values were filed as active, the others as inactive; nt = no result given; & = joins results of further samples; [ ] = remark or other dose. Only part of the results is shown. The share of hits here may be higher or lower than overall.

Start of the listing, in advance, 3 compounds:
| entry | Structure | EP2 antag | CHOP inh | 14-3-3 Bad inh | NPY Y1 blocker | TRPN1 ag | TRPML3 ag | PPC-1+TRAIL kill | EP2 modulator | NPY1 pot ag |
| --- | --- | --- | --- | --- | --- | --- | --- | --- | --- | --- |
| 1 | CCN(CC)C(=O)C1CCCN(C(=O)Nc2ccc(NC(=O)N3CCCC(C(=O)N(CC)CC)C3)cc2)C1 (configuration not stated) | 13 | 12 | -10 | 4 | 0.3 | 0.6 | 0 | 7 | -2 |
| 2 | O=C(O)Cn1cc(/C=N/NC(=O)c2cc3cc(Br)ccc3o2)c2ccccc21 | 7 | -14 | -2 | nt | 0.1 | 1.2 | 10 | -32 | 8 |
| 3 | CCCCN(c1ccccc1)c1ncnc2nc[nH]c12 | 6 | 31 | 4 | -4 | -1.0 | -0.3 | 28 | -11 | 12 |

Results (from the top)
| entry | Structure | EP2 antag | CHOP inh | 14-3-3 Bad inh | NPY Y1 blocker | TRPN1 ag | TRPML3 ag | PPC-1+TRAIL kill | EP2 modulator | NPY1 pot ag |
| --- | --- | --- | --- | --- | --- | --- | --- | --- | --- | --- |
| 1 | CCN(CC)C(=O)C1CCCN(C(=O)Nc2ccc(NC(=O)N3CCCC(C(=O)N(CC)CC)C3)cc2)C1 (configuration not stated) | 13 | 12 | -10 | 4 | 0.3 | 0.6 | 0 | 7 | -2 |
| 2 | O=C(O)Cn1cc(/C=N/NC(=O)c2cc3cc(Br)ccc3o2)c2ccccc21 | 7 | -14 | -2 | nt | 0.1 | 1.2 | 10 | -32 | 8 |
| 3 | CCCCN(c1ccccc1)c1ncnc2nc[nH]c12 | 6 | 31 | 4 | -4 | -1.0 | -0.3 | 28 | -11 | 12 |
| 4 | O=C(Nc1ccc(NC(=S)NC(=O)c2cccs2)cc1)c1ccccc1 | 4 | 49 | -3[fluorescence artefact?] | -3 | -0.6 | 0.4 | 24 | -13 | -11 |
| 5 | O=C1NCC(O)=C1C=Nc1ccccc1O | 5 | 7 | -8 | nt | -0.8 | 0.9 | -9 | 14 | -4 |
| 6 | CC1C(c2ccccc2)N(C)C(c2ccccc2)CC1(O)c1ccccc1 (configuration not stated) | 10 | 85* | -1 | 9 | -0.2 | 1.2 | 22 | 6 | -44 |
| 7 | O=C(Nc1ccc2c(c1)OCCO2)c1ccc(Br)o1 | 22 | 16 | -1 | -4 | -1.2 | 0.3 | 52*[5 µM] | -11 | -13 |
| 8 | CC(C(=O)Nc1ccccc1)N(c1cccc(Cl)c1)S(C)(=O)=O (configuration not stated) | 3 | 12 | -5 | 3 | -2.4 | -0.6 | 9 | 13 | 13 |
| 9 | CC1(C)CC(=O)c2cnc(NC(=O)C3CCCC3)nc2C1 | 4 | 3 | 6 | -2 | -0.7 | -0.1 | -1 | -2 | -10 |
| 10 | Cc1csc(CCc2nc(C)cs2)n1 | 11 | 1 | 2 | 1 | -0.7 | 1.1 | 4 | 5 | -16 |
| 11 | Cc1onc(-c2ccccc2Cl)c1C(=O)NC(=S)Nc1ccc(C(C)(C)C)cc1 | 6 | 18 | 4 | nt | 1.6 | 0.3 | 8 | -27 | -17 |
| 12 | O=C(Cc1ccccc1F)Nc1ccccc1-c1ccccc1 | 6 | -4 | -12 | -2 | -2.0 | -0.3 | 26 | 28 | -10 |
| 13 | CCOc1ccccc1N(CC(=O)Nc1cccnc1)S(C)(=O)=O | 9 | -2 | -4 | -1 | -0.2 | 0.9 | 22 | -2 | 17 |
| 14 | COc1ccc(CN(C)CC(=O)Nc2ccc(SC(F)F)cc2)cc1OC | 11 | -3 | -11 | -2 | 5.6 | 3.1 | 11 | -62 | -7 |
| 15 | CCOc1ccccc1-n1c(C)nc2cc(C(=O)O)ccc21 | 3 | 2 | -13 | 0 | 1.2 | 0.3 | 6 | -10 | -6 |
| 16 | CC1CCN(c2c(NCC3CCC(C(=O)NCc4ccccc4Cl)CC3)c(=O)c2=O)CC1 (configuration not stated) | 8 | -7 | 6 | -1 | 0.5 | 0.5 | 0 | 13 | -14 |
| 17 | COc1cc(NC(=O)c2ccc(Cl)cc2Cl)ccc1NC(=O)c1cccs1 | 6 | -1 | 2 | nt | 2.2 | 0.1 | 30 | -5 | -12 |
| 18 | Cc1ccc(S(=O)(=O)NCCCNC(=O)N2CCOCC2)cc1 | 8 | -18 | -17[fluorescence artefact?] | 1 | 1.6 | 1.2 | -1 | 13 | -4 |
| 19 | CCn1c(SCc2cccc(C)c2)nnc1-c1ccccc1 | 5 | 14 | -1 | 1 | 2.4 | -1.0 | 9 | 8 | -7 |
| 20 | CCOc1ncccc1C(=O)OCC(=O)c1cc(C)n(Cc2ccco2)c1C | 5 | -1 | -18 | 16 | 1.6 | 0.1 | 32 | -33 | -11 |
| 21 | Cn1cnc(Sc2ncnc3nc[nH]c23)c1[N+](=O)[O-] | 11 | 4 | 6 | nt | 0.8 | 0.4 | 4 | 26 | -1 |
| 22 | COc1ccccc1/C=C/C=N/NC(=O)c1ccccn1 | 6 | -21 | -9 | -1 | 1.6 | -0.4 | 32 | -64 | -3 |
| 23 | CCOC(=O)CNC(=O)c1cc(-c2ccccn2)nc2c(C)c(Cl)ccc12 | 6 | 35 | -13 | 1 | 0.7 | 0.2 | 15 | 11 | -14 |
| 24 | CCc1nnc(NC(=O)CSc2ncnc3c2oc2ccccc23)s1 | 11 | 47 | 73* | 4 | 0.8 | 0.8 | 11 | 19 | 1 |

Some entries already given, reduced to CHOP inh and EP2 antag.
item	canonical_smiles	CHOP inh	EP2 antag
16	CC1CCN(c2c(NCC3CCC(C(=O)NCc4ccccc4Cl)CC3)c(=O)c2=O)CC1 (configuration not stated)	-7	8
13	CCOc1ccccc1N(CC(=O)Nc1cccnc1)S(C)(=O)=O	-2	9
18	Cc1ccc(S(=O)(=O)NCCCNC(=O)N2CCOCC2)cc1	-18	8
17	COc1cc(NC(=O)c2ccc(Cl)cc2Cl)ccc1NC(=O)c1cccs1	-1	6
22	COc1ccccc1/C=C/C=N/NC(=O)c1ccccn1	-21	6
14	COc1ccc(CN(C)CC(=O)Nc2ccc(SC(F)F)cc2)cc1OC	-3	11

The list continues:
| entry | Structure | EP2 antag | CHOP inh | 14-3-3 Bad inh | NPY Y1 blocker | TRPN1 ag | TRPML3 ag | PPC-1+TRAIL kill | EP2 modulator | NPY1 pot ag |
| --- | --- | --- | --- | --- | --- | --- | --- | --- | --- | --- |
| 25 | Cc1nn(-c2ccccc2)nc1C(N)=O | 8 | 8 | 2 | nt | 2.1 | 0.6 | 2 | 7 | -8 |
| 26 | N#Cc1c(-c2ccc3c(c2)OCO3)ccn2nc(-c3cccc(C(F)(F)F)c3)nc12 | 7 | 51 | 2 | -3 | 1.8 | 0.2 | 14 | 11 | 8 |
| 27 | CN(C)/C=C(\C=O)c1ccc(Cl)cc1Cl | 4 | -8 | -9 | -1 | 2.0 | -0.8 | 21 | 24 | 1 |
| 28 | NC(=S)N/N=C1\CCOc2ccc(F)cc21 | 19 | 22 | -6 | nt | 0.7 | 0.4 | 14 | -56 | 19 |
| 29 | O=C(COC(=O)Cn1cnc2ccccc21)Nc1cccc2c1C(=O)c1ccccc1C2=O | 2 | 25 | 2 | 3 | -0.3 | 1.2 | 14 | -5 | -6 |
| 30 | O=c1ccc2ccc(Oc3ccc([N+](=O)[O-])cc3Cl)cc2o1 | 2 | 4 | 2 | 5 | 0.9 | 1.2 | 11 | -3 | -3 |
| 31 | COc1ccc(CNC(=O)c2ccc(NC(=O)CC3SC(N4CCCCC4)=NC3=O)cc2)cc1 (configuration not stated) | 7 | 22 | 3 | 4 | -0.8 | 0.3 | -12 | 8 | 17 |
| 32 | O=C(COCC(=O)NCc1ccccc1)NCc1ccccc1 | 6 | 10 | -9 | 5 | 0.2 | 0.2 | 21 | 19 | 3 |
| 33 | COc1cc(S(=O)(=O)NC(C)C)ccc1Cl | 7 | 19 | 5 | 6 | 1.6 | 0.6 | 3 | 31 | 6 |
| 34 | Cc1ccnc(NC(=O)C2CCC(CNc3c(N4CCCC4)c(=O)c3=O)CC2)c1 (configuration not stated) | 11 | 0 | -4 | -3 | -0.4 | 0.4 | 10 | 22 | 21 |
| 35 | CCOc1ncccc1C(=O)Nc1ccc(S(=O)(=O)Nc2nccs2)cc1 | -1 | 4 | 2 | nt | 0.3 | 0.2 | 18 | 2 | 2 |
| 36 | NC(=O)C1CCN(C2CC(=O)NC2=O)CC1 (configuration not stated) | 7 | 0 | -1 | 7 | 1.1 | 0.7 | 2 | 16 | 11 |
| 37 | CCOc1cccc(C(=O)Nc2nnc(-c3ccco3)s2)c1 | 18 | 74* | 8 | -1 | 1.2 | 0.6 | 29 | 17 | 14 |
| 38 | Cc1cccc2cc(/C=N/NC(=O)CN3CCOCC3)c(Cl)nc12 | nt | 12 | -6 | 13 | 0.3 | -0.1 | 12 | -28 | -2 |
| 39 | O=C1OCC2=C1C(c1ccccc1)CC(=O)N2c1ccccc1 (configuration not stated) | 6 | 2 | -5 | 4 | 0.3 | 0.5 | nt | 0 | -1 |
| 40 | CCOC(=O)C(=O)N/N=C/c1ccc(F)cc1 | 3 | 4 | 4 | nt | -0.4 | 0.3 | 17 | 4 | 3 |
| 41 | Cc1nn(-c2ccccc2)c(NC(=O)c2cccs2)c(-c2ccccc2)c1=O | 2 | 11 | -6[fluorescence artefact?] | -2 | 1.9 | 0.8 | 13 | 4 | -9 |
| 42 | COC(=O)Nc1nc(-c2ccccc2)c(C(=O)c2ccccc2)s1 | 16 | 7 | -6 | 30* | -1.2 | -1.2 | 22 | -1 | -18 |
| 43 | N#CC(c1ccncc1)(c1ncc(C(F)(F)F)cc1Cl)N1CCOCC1 (configuration not stated) | 12 | 25 | 2 | 6 | 1.9 | 3.1 | 11 | 17 | 10 |
| 44 | CCOc1ccc(Cn2c(=O)sc3ccccc32)cc1OC | 9&6 | 6 | 5 | nt | 0.3 | 0.2 | 22 | -68&-14 | -4 |

From PubChem BioAssay
